# From PubChem
# procasp7 counter = counter-screen for procaspase-3 activators: activators of human procaspase-7 | AID 463210 | P55210 | activation, % at 8.5 µM | recombinant procaspase-7, Ac-DEVD-pNA absorbance 405 nm; D23A/D198A/D206A triple mutant, cannot self-cleave; scale: DMSO 0, 5 µM enzyme 100 | 330,000 compounds, 0.093% hits;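 active means percent activation above the screen-wide mean plus 3 SD, cut at about 25% in these data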
#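 Assay system: Uncleavable procaspase-7 mutant enzyme / Input: 2 µM procaspase-7 mutant as dispensed / Dosing: single nominal 8.5 µM compound dose, 0.8% DMSO final / Timing: 1 h enzyme–compound preincubation and 2 h substrate reaction, both 25 °C / Detection: p-Nitroaniline absorbance at 405 nm, read at 0 and 120 min / Replication: singlicate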
# procasp3 activ = activators of human procaspase-3 | AID 463141 | P42574 | recombinant procaspase-3 D3A, Ac-DEVD-pNA absorbance 405 nm | 330,000 compounds, 0.11% hits | activation, % at 8.5 µM;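 active means activation above the mean of all tested compounds plus 3 SD, cut at about 21% in these data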;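 further: 0% = DMSO alone and 100% = DMSO wells spiked with extra 5 µM PC-3 D3A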
#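 assay system = Procaspase-3 D3A mutant | signal = absorbance at 405 nm, 0 and 120 min | times = 1 h preincubation plus 2 h reaction at 25 °C | repeats = single replicate | read-out = % activation between DMSO and enzyme-spiked controls | medium = Zinc-free HEPES saline buffer with Triton X-100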
# CIT2-GFP yeast = yeast TOR pathway CIT2-GFP modulation; S. cerevisiae CIT2-GFP strain, flow cytometry, 3 h; 100 means same as DMSO wells; GFP response vs DMSO, % at 10 µM; 320,000 compounds, 0.065% hits;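 active means GFP response relative to DMSO above a set limit, near the screen mean plus 3 SD, cut at about 150% in these data; inconclusive means Fewer than 70 cells measured for a yeast strain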;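 further: ratio of well median GFP fluorescence to mean of DMSO wells on the plate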
# RPL19A-GFP yeast = modulators of TOR pathway RPL19A-GFP in S. cerevisiae. S. cerevisiae RPL19A-GFP strain, flow cytometry, 3 h; active compounds read low. percent response vs DMSO, % at 10 µM. 330,000 compounds, 0.3% hits. AID 2025;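 active means percent response vs DMSO below 50%; inconclusive means fewer than 70 events counted for the yeast strain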;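 further: median channel GFP fluorescence of the barcoded RPL19A-GFP strain; ratio of sample median GFP to plate DMSO average so 100% = DMSO; lower means less RPL19A-GFP as with rapamycin TOR inhibition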
# AHR activator = human AHR activation; P35869; activation, % at 5 µM; AHR-responsive luciferase reporter cells, luminescence; 320,000 compounds, 2.5% hits; AID 2796; in the data active means activation above about 47%;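 further: 0% = vehicle wells and 100% = reference agonist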
# AGP1 TOR yeast = yeast TOR pathway AGP1-GFP modulation | GFP response vs DMSO, % at 10 µM | S. cerevisiae AGP1-GFP multiplex flow cytometry, 3 h; GFP as percent of DMSO wells | 320,000 compounds, 0.02% hits;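 active means GFP response relative to DMSO above a set limit, near screen average plus 3 SD, cut at about 150% in these data; inconclusive means fewer than 70 cells counted for the yeast strain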;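 further: median GFP channel fluorescence of the gated AGP1 strain per well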
# LAP4 TOR yeast = alters LAP4-GFP fluorescence in TOR pathway yeast screen; GFP response vs DMSO, % at 10 µM; S. cerevisiae LAP4-GFP multiplex, flow cytometry GFP, 3 h; median GFP as percent of DMSO wells; 320,000 compounds, 0.34% hits; AID 2023;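 active means GFP response vs DMSO above a set limit, about the screen mean plus 3 SD, cut at about 150% in these data; inconclusive means under 70 cell events counted for the yeast strain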
# MEP2-GFP yeast = alters MEP2-GFP fluorescence in TOR pathway yeast screen; S. cerevisiae MEP2-GFP strain, flow cytometry GFP, 3 h; 100% = DMSO control level; GFP response vs DMSO, % at 10 µM; 330,000 compounds, 0.51% hits;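 active means GFP response versus DMSO above a set limit, roughly screen mean plus 3 SD, cut at about 180% in these data; inconclusive means fewer than 70 cells counted for a yeast strain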;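 further: median GFP fluorescence of the barcode-gated MEP2-GFP cells per well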
# Active calls of the source: *; ? = inconclusive; . = no result given; [ ] = another dose, or the depositor's remark.
no.	smiles	RPL19A-GFP yeast	LAP4 TOR yeast	procasp3 activ	CIT2-GFP yeast
1	Cc1cccn2c(=O)c3cc(C(=O)NCCN4CCOCC4)c(=N)n(CCN4CCOCC4)c3nc12	44*[may fluoresce violet]	83[may fluoresce violet]	-14	?
2	CC1=C(C)CC2C(=O)N(Cc3ccccc3)C(=O)C2C1 (configuration not stated)	114	82	5	80
3	Cc1ccc(-c2nc3ccccc3s2)cc1S(=O)(=O)N1CCCC1	95	95	6	106
4	Oc1c(Cl)cc(Cl)cc1C=Nc1ccc(N2CCOCC2)cc1	105	91	-4	103
5	O=C(NC(Cc1ccccc1)C(=O)O)/C(=C\c1ccc(F)cc1)NC(=O)c1ccccc1 (configuration not stated)	98	80[may fluoresce violet]	4	?
6	Cc1ccccc1CSc1nnc([C@@H]2CCCN2)o1	103	113	7	105
7	Cc1cccc(C(=O)N[C@H](C(=O)OCC(=O)NC2CCS(=O)(=O)C2)C(C)C)c1 (some centres not stated)	106	96	-9	101
8	Cc1ccc(S(=O)(=O)NCCSc2ncccn2)cc1	99	91	-3	89
9	COc1ccc(C2c3c(ncn(Cc4ccco4)c3=N)Oc3ccc4ccccc4c32)cc1 (configuration not stated)	96	88	-3	104
10	Oc1ccc(-c2nc3ccccc3s2)c(O)c1	102	117	-13	79

no.	procasp7 counter	AGP1 TOR yeast	MEP2-GFP yeast	AHR activator
1	-11	?	?	10
2	-4	93	100	2
3	1	100	103	2
4	3	98	105	3
5	12	89	82[may fluoresce violet]	9
6	0	115	104	-3
7	8	103	107	-2
8	6	95	94	2
9	-3	94	93	32
10	13	86	102	8

# Next part.
no.	smiles	RPL19A-GFP yeast	LAP4 TOR yeast	procasp3 activ	CIT2-GFP yeast
11	O=C(C1CCC(CNS(=O)(=O)c2cccs2)CC1)N1CCCCC1 (configuration not stated)	102	98	3	100
12	O=C(CCCCCNS(=O)(=O)c1ccc(Br)cc1)NCCN1CCOCC1	101	105	-5	114
13	C=CCn1c(Cc2cccc3ccccc23)n[nH]c1=S	107	91	-6	113
14	COc1ccc(OC)c(NC(=O)CCN2C(=O)c3ccccc3C2=O)c1	102	99	.	101
15	Cc1ccc(N2CC(C(=O)NCc3nnnn3-c3ccc(C)c(C)c3)CC2=O)cc1 (configuration not stated)	87	121	8	122
16	COc1ccc(C2Nc3ccccc3C(=O)N2c2ccc(C)cc2)cc1Cn1nc(C)c([N+](=O)[O-])c1C (configuration not stated)	90	95	3	90
17	O=C(NCC1CCCO1)C1CCCN1C(=O)Nc1ccc(Cl)cc1 (configuration not stated)	94	109	-8	100
18	CC(C)CC(=O)Nc1cccc(-c2cn3ccsc3n2)c1	102	106	-3	108
19	COCC(=O)NNC(=O)c1ccc(OC)cc1	96	113	4	90
20	Cc1ccc(S(=O)(=O)Nc2cc3c(C(=O)Nc4ccccc4)c(C)oc3c3ccccc23)cc1	99	85	-1	92

no.	procasp7 counter	AGP1 TOR yeast	MEP2-GFP yeast	AHR activator
11	15	105	102	-3
12	4	111	106	-1
13	-19	108	106	1
14	.	98	106	.
15	4	109	141	3
16	1	91	97	-2
17	-2	94	89	2
18	14	.	105	13
19	3	95	94	2
20	-1	89	96	64*

# Pulled by structure from above, two records:
no.	smiles	RPL19A-GFP yeast	LAP4 TOR yeast	procasp3 activ	CIT2-GFP yeast
17	O=C(NCC1CCCO1)C1CCCN1C(=O)Nc1ccc(Cl)cc1 (configuration not stated)	94	109	-8	100
13	C=CCn1c(Cc2cccc3ccccc23)n[nH]c1=S	107	91	-6	113

no.	procasp7 counter	AGP1 TOR yeast	MEP2-GFP yeast	AHR activator
17	-2	94	89	2
13	-19	108	106	1

# (listing goes on)
no.	smiles	RPL19A-GFP yeast	LAP4 TOR yeast	procasp3 activ	CIT2-GFP yeast
21	COc1cccc(N2CCN(S(=O)(=O)c3c(C)[nH]c(C)c3C(=O)N3CCCC3)CC2)c1	101	91	2	102
22	Cn1nnnc1SCC(=O)NCc1cccc(C(=O)O)c1	94	87	4	98
23	CSc1nc(N)nc(SCC(=O)c2ccccc2)c1C#N	100	107	-13	95
24	Cc1ccc(NC(=O)c2ccccc2NC(=O)CCC(=O)O)cc1	104	101	-5	103
25	CN1CCN(NC(=O)CN2C(=O)/C(=C/c3ccccc3Cl)SC2=S)CC1	97	96	-10	98
26	CN1C(=O)c2ccc(C(=O)Nc3ccccc3O)cc2C1=O	104	100	4	104
27	CCCOc1ccc(C(=O)NC(=S)NCc2cccnc2)cc1	96	91	1	93
28	Cc1ccc(-n2nnnc2SCC(=O)Nc2ccc(N3CCN(C)CC3)cc2)c(C)c1	95	105	6	99

no.	procasp7 counter	AGP1 TOR yeast	MEP2-GFP yeast	AHR activator
21	-1	98	95	19
22	5	101	94	2
23	-9	102	104	8
24	-8	102	101	-1
25	-24	97	94	-2
26	8	102	110	56*
27	-5	91	101	27
28	1	98	140	0

# Records listed above marked active in RPL19A-GFP yeast:
nr | compound | RPL19A-GFP yeast | LAP4 TOR yeast | procasp3 activ | CIT2-GFP yeast | AGP1 TOR yeast | MEP2-GFP yeast | AHR activator
1 | Cc1cccn2c(=O)c3cc(C(=O)NCCN4CCOCC4)c(=N)n(CCN4CCOCC4)c3nc12 | 44*[may fluoresce violet] | 83[may fluoresce violet] | -14 | ? | ? | ? | 10

# Some of these compounds in order of the procasp3 activ value, lowest first:
no. | compound | procasp3 activ
25 | CN1CCN(NC(=O)CN2C(=O)/C(=C/c3ccccc3Cl)SC2=S)CC1 | -10
24 | Cc1ccc(NC(=O)c2ccccc2NC(=O)CCC(=O)O)cc1 | -5
27 | CCCOc1ccc(C(=O)NC(=S)NCc2cccnc2)cc1 | 1
21 | COc1cccc(N2CCN(S(=O)(=O)c3c(C)[nH]c(C)c3C(=O)N3CCCC3)CC2)c1 | 2
22 | Cn1nnnc1SCC(=O)NCc1cccc(C(=O)O)c1 | 4
28 | Cc1ccc(-n2nnnc2SCC(=O)Nc2ccc(N3CCN(C)CC3)cc2)c(C)c1 | 6
